Bioassay records from PubChem BioAssay.
DAGLB inh = diacylglycerol lipase beta (human) inhibition. Q8NCG7. HEK293T DAGLB membrane lysate, EnzChek fluorogenic substrate. 0.059% of 340,000 active. AID 504411. inhibition, % at 5.17 µM; in the data active = inhibition above about 34%;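 note: 0% = enzyme with vehicle and 100% = wells lacking enzyme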
Target sequence (Q8NCG7 whole entry, looked up): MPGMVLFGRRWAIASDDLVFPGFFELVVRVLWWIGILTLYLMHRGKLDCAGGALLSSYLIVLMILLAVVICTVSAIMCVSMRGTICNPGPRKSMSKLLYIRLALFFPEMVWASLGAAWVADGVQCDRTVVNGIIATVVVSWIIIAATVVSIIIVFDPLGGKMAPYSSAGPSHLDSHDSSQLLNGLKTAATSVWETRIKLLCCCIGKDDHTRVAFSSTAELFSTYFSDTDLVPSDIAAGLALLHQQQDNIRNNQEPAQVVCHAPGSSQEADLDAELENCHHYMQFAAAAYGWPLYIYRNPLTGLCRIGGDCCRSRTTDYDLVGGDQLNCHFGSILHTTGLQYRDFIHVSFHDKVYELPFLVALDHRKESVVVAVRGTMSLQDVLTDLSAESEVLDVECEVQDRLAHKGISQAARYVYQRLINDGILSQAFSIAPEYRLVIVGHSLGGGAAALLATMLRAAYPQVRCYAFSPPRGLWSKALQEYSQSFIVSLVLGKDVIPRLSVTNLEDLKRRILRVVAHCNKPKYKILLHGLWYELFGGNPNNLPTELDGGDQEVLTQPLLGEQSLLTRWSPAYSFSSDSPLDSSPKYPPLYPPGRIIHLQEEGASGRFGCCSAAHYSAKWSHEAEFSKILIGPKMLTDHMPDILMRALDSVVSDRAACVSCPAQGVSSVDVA
NSD2 HMT inh = NSD2 (human) methyltransferase inhibition; NSD2 peptide methylation, AlphaScreen, 120 min; inhibition, % at 12.5 µM; 0.54% of 310,000 active; AID 743445; in the data active = inhibition above about 50%
SR-BI HDL uptake = inhibitors of mouse SR-BI mediated HDL lipid uptake | ldlA[mSR-BI] CHO cells, DiI-HDL uptake fluorescence, 3 h | 0.96% of 320,000 active | Q61009 | AID 488896 | inhibition, % at 12.5 µM;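 active = mean replicate inhibition of at least 70% and a set share of replicates each scoring 70 or more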;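 note: 0% = median of neutral control wells and 100% = median of positive control wells; values of inactives mirror those of a sister screen read the other way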
SR-BI uptake up = SR-BI HDL lipid transfer activation | 0.096% of 320,000 active | activation, % at 12.5 µM | CHO ldlA[mSR-BI] cells, DiI-HDL uptake fluorescence, 3 h; 100 = double the neutral-control signal;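 active = mean replicate activation of at least 60% and every replicate at or above 60%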;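 note: 0% = median plate neutral-control signal and 100% = twice that signal; values of inactives mirror those of a sister screen read the other way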
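system = CHO ldlA[mSR-BI] cells, LDL receptor-null, SR-BI overexpressing | medium = Ham's F12 with 0.5% BSA, HEPES 25 mM, pH 7.4 | probe or stimulus = DiI-HDL 10 µg/mL | compound dosing = single-point compound dose | incubation = compound exposure 3 h, 37 °C | technique = DiI fluorescence, bottom read | read-out = cell-associated DiI fluorescence as measure of HDL uptake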
C-LANA FP = inhibitors of KSHV LANA C-terminal domain DNA binding. MBP-C-LANA/FAM-LBS DNA binding, fluorescence polarization. inhibition, % at 9 µM. 0.078% of 340,000 active. AID 504423;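 active = highest replicate inhibition at or above 60% at 9 µM, even if other replicates fall short; inactive = all replicates below 60% inhibition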;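 note: 0% = neutral control wells and 100% = 4 µM acridine orange control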
PKA-R2B activ = PKA-R2B complex activation. P22694+P31323. PKA-R2B holoenzyme dissociation, Cy5-IP20 fluorescence polarization; R2B truncated from residue 108, S112A mutant; 0% DMSO only, 100% 113 µM cGMP. 0.079% of 340,000 active. activation, % at 11.4 µM. AID 504700;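 active = activation above a cutoff set at the mean over all compounds plus 3 SD, cut at about 18% in these data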;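 note: higher means more holoenzyme dissociation and a rise in polarization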
PvdQ acylase = P. aeruginosa PvdQ acylase inhibition | inhibition, % at 10 µM | purified PvdQ acylase, fluorescence plate reader | 0.063% of 340,000 active; in the data active = inhibition above about 30%, passing the limit was not always enough;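 note: 0% = vehicle neutral wells and 100% = reference inhibitor wells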
Arrestin-AP2 inh = human beta-arrestin and AP2 interaction inhibition; FITC-arrestin peptide / GST-AP2 beads, flow cytometry; AP2 beta2 appendage carries R879A mutation; inhibition, % at 10 µM; 0.31% of 340,000 active;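 active = inhibition above a set limit, near 3 SD of compounds lacking own fluorescence, cut at about 54% in these data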;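 note: plate controls were DMSO wells for no effect and 5 µM unlabelled arrestin peptide for full effect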
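System: GST-AP2 R879A glutathione beads. Medium: PBS with 0.05% Tween 20 and 0.1% BSA. Also added: FITC-arrestin peptide, 50 nM. Incubation: 12 min plus 1 h, RT. Measured by: high-throughput flow cytometry of beads, ex 488, em 535 nm. Evaluation: percent drop in bead-associated FITC signal.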
Cardiac RTF inh = cardiac RTF calcium desensitization; P19429+P45379; IANBD-labeled cardiac RTF, Ca2+ fluorescence; inhibition, % at 7.15 µM; 0.12% of 340,000 active; AID 493244;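 active = inhibition above the mean inhibition of all tested compounds plus 3 SD, cut at about 17% in these data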;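 note: assay run at fixed EC70 calcium of 1.6 mM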
Keap1-Nrf2 PPI = disrupts human Keap1 binding to Nrf2 peptide; inhibition, % at 9.4 µM; 0.15% of 340,000 active; Keap1 Kelch-Nrf2 peptide fluorescence polarization, 1536-well; Q14145; in the data active = inhibition above about 12%;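 note: human Keap1 Kelch domain with fluorescein labeled Nrf2 9mer peptide probe; 0% = neutral control wells and 100% = peptide positive control; higher means more block of Keap1 binding to Nrf2 peptide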
* marks the source's active call; other numbers are inactive results; . = not tested or not shown.

Order of values: DAGLB inh	NSD2 HMT inh	SR-BI HDL uptake	SR-BI uptake up	C-LANA FP	PKA-R2B activ	PvdQ acylase	Arrestin-AP2 inh	Cardiac RTF inh	Keap1-Nrf2 PPI
> Cc1ccc(/C=C2\SC(=S)N(CCCC(=O)Nc3cccnc3)C2=O)cc1
 : 2.0	1.2	19.1	-19.2	1.0	-17.8	-11.5	-8.0	-4.3	-4.7
> Cc1nc2ccccc2c(=O)n1NC(=O)c1ccc([N+](=O)[O-])cc1
 : -1.5	-6.0	-14.1	14.1	-0.6	0.1	-3.5	34.8	-5.4	-4.7
> C=CCn1c(SCC(N)=O)nnc1-c1cnccn1
 : -5.2	-0.1	-1.3	1.3	-3.5	4.8	11.5	-5.4	-5.7	0.4
> CCCCCCC(=O)N1CCCC(c2nc(-c3cccc(OC)c3)no2)C1 (configuration not stated)
 : -13.5	3.7	-8.2	8.2	-0.3	-3.7	3.5	11.9	1.6	-0.1
> N=C1C(c2nc(-c3ccc(Cl)cc3)cs2)=C(O)CN1NC(=O)c1ccc(O)cc1
 : 6.8	-8.5	.	.	1.8	0.9	-13.8	-10.5	-11.8	-1.8
> COc1ccccc1NC(=O)CN(Cc1ccco1)C(=O)c1cncc(Br)c1
 : -0.3	.	.	.	-0.6	-0.1	10.0	38.4	2.0	-0.8
> Cc1ccc(NC(=O)CNCc2cccs2)c(Br)c1
 : -7.8	-3.1	7.6	-7.6	-1.3	2.9	-13.2	9.2	-6.7	-4.8
> O=C(CCn1c(=O)oc2ccccc21)NCc1ccc2c(c1)OCO2
 : -1.3	.	-9.1	9.1	-1.8	-3.2	-9.4	11.3	-7.7	1.4
> COc1cc(OC)c(C(=O)N2CCCC2)cc1OC
 : -0.4	-4.3	-23.2	23.2	-0.6	0.8	-5.5	2.1	-4.0	-2.5
> COc1ccc(CCc2nnc(N)s2)cc1OC
 : -0.9	-0.9	1.7	-1.7	0.9	-2.5	-16.9	7.1	3.7	-1.4

Next section:
Order of values: DAGLB inh	NSD2 HMT inh	SR-BI HDL uptake	SR-BI uptake up	C-LANA FP	PKA-R2B activ	PvdQ acylase	Arrestin-AP2 inh	Cardiac RTF inh	Keap1-Nrf2 PPI
> Cc1ccn2c(/C=N/OCc3ccc(F)cc3)c(-c3ccc(Cl)cc3)nc2c1
 : -3.6	-1.1	62.7	-62.7	0.7	7.8	-1.0	0.8	-6.1	1.2
> C/C(=N\O)c1ccc2c(c1)CC(C)O2 (configuration not stated)
 : -1.3	-1.1	-3.1	3.1	0.7	-7.9	-2.9	-37.1	5.6	0.3
> CC1CCCC(N2C(=O)NC(NC(=O)c3ccco3)(C(F)(F)F)C2=O)C1C (configuration not stated)
 : 2.7	1.6	-20.4	20.4	3.2	-14.2	3.1	15.8	-24.7	2.6
> COc1ccc(CCNC(=O)c2cc3c(=O)n4ccccc4nc3n(Cc3ccco3)c2=N)cc1OC
 : 1.0	-3.1	20.5	-20.5	-2.0	6.4	-12.1	-4.1	-5.3	-4.9
> CCOC(=O)C1=C(C)OC(N)=C(C(=O)OCC)C1c1ccncc1 (configuration not stated)
 : -2.5	5.0	-22.9	22.9	5.6	-7.0	-9.4	3.6	3.7	-4.5
> N#CCC(=O)Nc1ccc(C(=O)NCCC(c2ccccc2)c2ccccc2)cc1
 : 1.0	0.2	.	.	-1.1	1.1	-1.8	10.4	-1.1	-10.0
> COC(=O)C1=C(C)N(C)C(=O)NC1c1ccc(C)cc1 (configuration not stated)
 : -1.4	25.9	8.5	-8.5	-0.2	8.5	-14.4	5.1	-3.6	-0.5
> COc1ccc(C)cc1S(=O)(=O)NCC(c1ccc2c(c1)OCO2)N1CCN(C)CC1 (configuration not stated)
 : 0.5	3.1	-44.9	44.9	-0.4	-6.7	-7.3	-2.0	-8.1	-3.5
> Clc1ccccc1OCCn1cnc2ccccc21
 : -0.2	-0.9	-7.8	7.8	-0.1	2.2	-0.2	29.1	-2.5	0.3
> O=C(c1cc(-c2ccc(Cl)c(Cl)c2)on1)N1CCOCC1
 : -2.8	5.2	-19.6	19.6	-1.8	2.2	-6.8	-10.4	-9.4	-0.7

Next part
Order of values: DAGLB inh	NSD2 HMT inh	SR-BI HDL uptake	SR-BI uptake up	C-LANA FP	PKA-R2B activ	PvdQ acylase	Arrestin-AP2 inh	Cardiac RTF inh	Keap1-Nrf2 PPI
> COc1cccc(Cn2c(Oc3cccc(C)c3)nc3c2c(=O)n(C)c(=O)n3C)c1
 : -8.1	0.1	-1.2	1.2	0.0	2.3	-14.5	3.8	1.5	-1.8
> Cc1ccc(S(=O)(=O)N2CCN(CC(=O)Nc3ccc4c(c3)CCC4)CC2)cc1C
 : -6.0	-1.0	47.6	-47.6	1.5	-6.8	-22.6	4.9	1.4	-7.1
> Cc1ccc(NC(=O)c2sccc2-n2cccc2)c(Cl)c1
 : -13.2	-0.4	66.1	-66.1	0.6	-3.2	-3.8	-6.7	1.0	-1.9
> CCOC(=O)CSc1c(-c2ccc(Cl)cc2)[nH]c2ccccc12
 : -2.7	1.3	75.4*	-75.4	0.5	-5.0	-15.0	.	-2.8	-3.2
> CCCn1c(SCC(=O)N2CCc3ccccc32)n[nH]c1=O
 : -2.0	-1.2	-1.5	1.5	-1.3	-3.2	-10.7	-2.4	3.5	-0.3
> COc1ccc(CCNC(=O)c2nn(C)c3c2CS(=O)(=O)c2ccccc2-3)cc1OC
 : -2.2	-6.9	8.8	-8.8	1.1	-6.3	-7.5	-4.5	-6.2	3.9
> CC(Sc1nnc(-c2cccnc2)n1C)C(=O)N1CCOCC1 (configuration not stated)
 : -3.5	-1.7	-24.3	24.3	-1.5	-2.3	-16.0	-17.3	4.7	-6.4
> O=C(CN1C(=O)/C(=C/c2ccccc2F)Sc2ccccc21)N1CCN(c2ccccn2)CC1
 : -0.3	-1.0	-11.9	11.9	0.7	0.3	-11.5	-4.7	2.0	-5.9
> COc1ccc(NC(=O)c2cccc(S(=O)(=O)NCc3ccco3)c2)c(OC)c1
 : 1.7	0.8	17.2	-17.2	0.6	2.1	5.6	14.3	-4.1	0.0
> COc1ccc(NC(=O)COC(=O)Cc2c(F)cccc2Cl)cc1
 : -7.9	0.2	-31.7	31.7	-1.1	-1.1	-8.2	-11.5	-16.5	-5.4

The listing continues:
Order of values: DAGLB inh	NSD2 HMT inh	SR-BI HDL uptake	SR-BI uptake up	C-LANA FP	PKA-R2B activ	PvdQ acylase	Arrestin-AP2 inh	Cardiac RTF inh	Keap1-Nrf2 PPI
> O=C(O)COc1ccc(Br)cc1/C=C1/SC(=O)N(CC(=O)N2CCCC2)C1=O
 : -2.7	-0.8	-25.4	25.5	0.8	-8.9	12.8	5.7	-5.7	-1.4
> Cc1c(Cc2ccccc2)c(=O)oc2c(CN(C)C)c(O)c(Cl)cc12
 : 3.2	-6.6	-7.4	9.9	1.0	-5.0	-73.0	-3.2	-3.3	-5.5
> O=C(Nc1ccccc1N1CCOCC1)c1ccccc1[N+](=O)[O-]
 : -2.9	-0.6	-14.6	14.6	-0.7	-5.7	-20.2	-4.4	-4.3	-4.2
> O=C(Nc1nc(-c2ccc(Br)cc2)cs1)c1cccnc1
 : 9.0	-0.8	-0.1	0.1	1.4	0.6	-13.2	-5.3	-1.3	-1.7
> c1cncc(CNc2cccc(-c3nc4ccccc4[nH]3)c2)c1
 : 2.2	1.5	19.4	-19.4	-0.6	-2.9	0.7	0.1	-7.3	-7.7
> Cc1cc(C(=O)N2CCN(S(C)(=O)=O)CC2)sc1-c1ccccc1
 : -1.8	4.6	9.3	-9.3	-1.0	-14.1	-5.6	-2.9	-0.4	-0.2
> CCCCN(CC)CCCNC(=O)c1cc2cc3ccc(C)cc3nc2o1
 : 1.4	34.1	58.7	-58.7	-1.5	-6.9	-23.8	37.8	-4.7	-0.6
> COc1ccc(N2CCN(C(=O)CN3C(=O)C4CC=CCC4C3=O)CC2)cc1 (configuration not stated)
 : 1.7	-4.0	-1.3	1.3	-1.3	-0.9	-11.8	-2.6	-5.6	-2.7
